Screening results from PubChem BioAssay.
HT1080 cytotoxicity: cytotoxicity in HT1080 fibrosarcoma cells, cell-based, fluorescence readout (AID 620); HT1080 viability, fluorescence; higher % means a stronger effect; cytotoxicity, % at 10 µM, or EC50 in µM where a hit was titrated; 87,000 tested, 0.42% active;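 note: cells exposed to compound overnight then 4 h with Alamar Blue; 0% = vehicle DMSO and 100% = killing control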
DPM-DC inhibit: S. pneumoniae DPM-DC inhibition; AID 556; calls only at 10 µM; 65,000 tested, 0.49% active; purified DPM-DC, PK/LDH coupled NADH fluorescence;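 active = the 320 compounds with the highest percent inhibition in the single-dose primary screen, excluding strongly autofluorescent ones, cut at about 32% in these data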;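 note: kinetic rate of NADH fluorescence loss reporting ADP formed by the decarboxylase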
KRASV12 cytotoxicity: cytotoxicity in KRAS-transformed pancreatic duct cells, primary screen, cell-based, fluorescence, HTS (AID 431); HPDE-C7K KRASV12 cells, Alamar Blue viability, 48 h; higher % means a stronger effect; cytotoxicity, % at 10 µM; hits with a dose series show EC50 in µM; 63,000 tested, 1.7% active;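 active = compounds whose percent cytotoxicity in the single-dose primary screen, scaled between solvent and toxic-drug controls, exceeds 50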;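 note: 0% = DMSO solvent wells and 100% = doxorubicin-treated wells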
LYP inhibition: LYP phosphatase inhibitors, primary screen, biochemical, DiFMUP fluorescence, recombinant catalytic domain, 10 µM (AID 606); one-dose inhibition, % at 10 µM; IC50 in µM for titrated hits; 52,000 tested, under 10 active; recombinant LYP catalytic domain, DiFMUP fluorescence; higher % means a stronger effect;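 active = IC50 under 40 µM in the dose-response test; inactive = IC50 of 40 µM or more, or never dose-tested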
TNAP inhibition: human TNAP enzyme inhibitors, biochemical, luminescent (AID 518). one-dose inhibition, % at 20 µM; IC50 in µM for titrated hits. 64,000 tested, 0.09% active. purified TNAP enzyme, luminescent substrate readout; higher % means a stronger effect; in the data active = a potency from the dose series; inactive = the rest, 99 in 100 with inhibition below about 22%;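 note: plate controls were vehicle for no effect and reference inhibitor for full effect; many of its hits are not listed in these tables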
HPDE-C7 viability: cytotoxicity in HPDE-C7 cells, cell-based, fluorescence, HTS (AID 430); 63,000 tested, 1.8% active; cytotoxicity, % at 10 µM, or EC50 in µM where a hit was titrated; HPDE-C7 pancreatic duct cells viability, fluorescence; higher % means a stronger effect;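 note: cells exposed to compound for 48 hours before viability readout; 0% = vehicle and 100% = reference cytotoxic drug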
Spn PMK inh: S. pneumoniae PMK inhibition | AID 539 | purified PMK, PK/LDH-coupled NADH absorbance 340 nm | 65,000 tested, 0.49% active | inhibition, % at 10 µM;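 active = top-ranked compounds by inhibition in the single 10 µM screen, taking a fixed number of the strongest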;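 note: 0% = full reaction with DMSO carrier and 100% = background rate without enzyme reaction; no value below 0 was filed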
Bfl-1 displacement: displacement of Bid BH3 peptide from Bfl-1 – biochemical, fluorescence polarization, FITC-Bid, mouse, primary screen (AID 432); FITC-Bid BH3 peptide fluorescence polarization displacement; higher % means a stronger effect; displacement, % at 20 µM; hits with a dose series show IC50 in µM; 64,000 tested, 0.02% active; in the data active = a potency from the dose series; inactive = the rest, 99 in 100 with displacement below about 15%; note: strong numbers were not always called active
MK inhibit: blocks S. pneumoniae mevalonate kinase | purified MK, PK/LDH-coupled NADH absorbance 340 nm | inhibition, % at 10 µM | 65,000 tested, 0.48% active;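 active = ranked among the strongest by inhibition in the single 10 µM screen, a fixed top-ranked set picked for dose follow-up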; note: no value below 0 was filed
Spn PMK inh pilot replicates: further read-out of Spn PMK inh, marked with its call; inhibition, %; measured here: pilot screen replicates
MK inhibit pilot replicates: also measured in MK inhibit; calls as there; inhibition, %; measured here: pilot screen replicates
DPM-DC inhibit pilot screen %: also measured in DPM-DC inhibit; calls as there; inhibition, %; measured here: pilot screen trials
* marks the source's active call; other numbers are inactive results; i = inactive; x = no result given. Cut-off read from the data, not from the text of the source, unless noted: active = cytotoxicity above about 50%; inactive = the rest. This is a random part of the collection, and some 3.5% of all compounds hit somewhere here.

SMILES	HT1080 cytotoxicity	DPM-DC inhibit	KRASV12 cytotoxicity	LYP inhibition	TNAP inhibition	HPDE-C7 viability	Spn PMK inh	Bfl-1 displacement	MK inhibit	others
CCn1c(SCC(=O)Nc2ccccc2F)nc2c(c1=O)SC(C)C2 (configuration not stated)	-14%	i	-7%	x	8%	-21%	11	-2%	0	Spn PMK inh pilot replicates=3.0;MK inhibit pilot replicates=0.0;DPM-DC inhibit pilot screen %=1.5
O=C(Nc1ccc(Br)cc1)N1CCCCCCC1	8%	i	-3%	x	4%	-6%	11	-3%	0
Cc1ccc(-c2nn(C)c(=O)c3ccccc23)cc1S(=O)(=O)N1CCOCC1	10%	i	-4%	11%	12%	-8%	0	-6%	9	Spn PMK inh pilot replicates=5.0;MK inhibit pilot replicates=0.0;DPM-DC inhibit pilot screen %=1.0
COc1ccccc1C(=O)NCCn1cc(SCC(=O)Nc2nnc(C)s2)c2ccccc21	-1%	i	10%	4%	11%	-8%	8	-4%	0
COc1ccc(CCN2C(=O)C3C4C=CC(C4)C3C2=O)cc1OC (configuration not stated)	10%	i	0%	5%	13%	-6%	8	-2%	10	Spn PMK inh pilot replicates=0.0;MK inhibit pilot replicates=0.0;DPM-DC inhibit pilot screen %=0.0
O=C(Nc1ccc(F)c(F)c1)c1ccc2c(c1)OCO2	4%	i	-10%	3%	5%	-6%	0	-1%	2
COC(=O)CSc1nnc(-c2cnccn2)n1C	-1%	i	-10%	3%	8%	-7%	10	-3%	5
COc1ccc(CNC(=O)CN(CC2CCCO2)C(=O)CNS(=O)(=O)c2ccccc2)cc1 (configuration not stated)	8%	i	0%	x	6%	-8%	2	-2%	7
Cc1nnc(SCCn2c(N3CCCC(C)C3)nc3c2c(=O)n(C)c(=O)n3C)s1 (configuration not stated)	-4%	i	6%	-6%	8%	-1%	4	1%	0
Cc1[nH]c(=O)[nH]c(=O)c1S(=O)(=O)N1CCCC(C(=O)NCCc2ccc(Cl)cc2)C1 (configuration not stated)	x	i	-8%	0%	14%	-9%	21	-9%	9
Cc1ccc(S(=O)(=O)NC(CC(=O)NC2CCCC2)c2ccco2)cc1 (configuration not stated)	-9%	i	-6%	14%	7%	-9%	0	-2%	6
c1ccc2oc(SCc3cn4ccsc4n3)nc2c1	3%	i	-1%	10%	14%	7%	12	-6%	6
COc1ccccc1CCn1cnc2c3cc(C)ccc3n(C)c2c1=O	-13%	i	13%	10%	11%	1%	0	-9%	4
C=CCn1c(N)c(C(=O)NCC2CCCO2)sc1=S (configuration not stated)	11%	i	-13%	9%	9%	-26%	1	4%	8
CCCC(=O)NCCCc1nc2ccccc2n1CC	-4%	i	-1%	x	8%	-20%	0	-2%	8
Cc1ccc(-c2nnn(CC(=O)Nc3cccc4c3CCCC4)n2)o1	9%	i	x	14%	10%	x	6	1%	0
CC(CCC(=O)Nc1nncs1)C(=O)O (configuration not stated)	-1%	i	-14%	-1%	15%	-19%	20	-10%	5	Spn PMK inh pilot replicates=2.5;MK inhibit pilot replicates=0.0;DPM-DC inhibit pilot screen %=2.5
CCc1c(C)nc2ncnn2c1N1CCC(C(=O)Nc2cccc(C(C)=O)c2)CC1	16%	i	-22%	-9%	2%	-8%	19	10%	3
COCCN(CC(=O)NCc1ccc(OC)cc1)C(=O)CCC(=O)Nc1nccs1	-5%	i	2%	13%	4%	-10%	10	2%	13
CCOC(=O)c1c(NC(=O)c2nn(CC)cc2Br)sc2c1CCCCC2	-1%	x	17%	16%	2%	12%	0	7%	0
O=C(CSc1nc2ccc(S(=O)(=O)N3CCOCC3)cc2[nH]1)N1CCOCC1	3%	i	-3%	7%	1%	-9%	0	-11%	19
CCOc1ccc(CNC(=O)C(CC)n2nc(C)n3c(cc4occc43)c2=O)cc1OC (configuration not stated)	-2%	i	-3%	8%	-7%	-8%	14	5%	5
CC1(C)CC(=O)C2=C(C1)Nc1ccccc1NC2c1nc2ccccc2[nH]1 (configuration not stated)	-10%	i	5%	-2%	8%	0%	17	0%	7
O=C(COC(=O)CNC(=O)c1ccc(Br)o1)Nc1ccc2c(c1)OCCO2	1%	i	0%	-2%	10%	-2%	13	-3%	6
COc1ccc(OC)c(NC(=O)CSc2nnc(C)n2Cc2ccccc2)c1	3%	i	-30%	x	-1%	-29%	7	0%	6

Gathered by group: those above containing an NH in an aromatic ring.
SMILES	HT1080 cytotoxicity	DPM-DC inhibit	KRASV12 cytotoxicity	LYP inhibition	TNAP inhibition	HPDE-C7 viability	Spn PMK inh	Bfl-1 displacement	MK inhibit	others
Cc1[nH]c(=O)[nH]c(=O)c1S(=O)(=O)N1CCCC(C(=O)NCCc2ccc(Cl)cc2)C1 (configuration not stated)	x	i	-8%	0%	14%	-9%	21	-9%	9
O=C(CSc1nc2ccc(S(=O)(=O)N3CCOCC3)cc2[nH]1)N1CCOCC1	3%	i	-3%	7%	1%	-9%	0	-11%	19
CC1(C)CC(=O)C2=C(C1)Nc1ccccc1NC2c1nc2ccccc2[nH]1 (configuration not stated)	-10%	i	5%	-2%	8%	0%	17	0%	7

Back to the main list, starting 2 compounds before the break.
SMILES	HT1080 cytotoxicity	DPM-DC inhibit	KRASV12 cytotoxicity	LYP inhibition	TNAP inhibition	HPDE-C7 viability	Spn PMK inh	Bfl-1 displacement	MK inhibit	others
O=C(COC(=O)CNC(=O)c1ccc(Br)o1)Nc1ccc2c(c1)OCCO2	1%	i	0%	-2%	10%	-2%	13	-3%	6
COc1ccc(OC)c(NC(=O)CSc2nnc(C)n2Cc2ccccc2)c1	3%	i	-30%	x	-1%	-29%	7	0%	6
Cc1nc2c(n1O)CCC/C2=N\O	-5%	i	14%	-3%	12%	2%	9	-13%	6
CC(=O)Nc1cccc(C(=O)OCc2ccccc2)c1	10%	i	0%	-15%	10%	-8%	14	-11%	16
Cc1cnc(C)c(N2CCC(C(=O)NCc3ccco3)CC2)n1	4%	i	4%	0%	7%	5%	1	3%	0
C=CCn1c(SCC(=O)N2CCOCC2)nc2scc(-c3ccco3)c2c1=O	-3%	i	-16%	-26%	12%	-3%	2	-5%	3
CN(C)c1ccc(NC(=O)CC2NCCNC2=O)cc1 (configuration not stated)	7%	i	-6%	1%	7%	-6%	6	-1%	6
Cc1nnc(SCc2cc(=O)[nH]c(N3CCN(Cc4ccccc4)CC3)n2)s1	-3%	i	3%	x	18%	10%	5	-2%	4
CC(C)Oc1ccc(C2CC(=O)N(c3cccc(C(=O)O)c3)C2=O)cc1 (configuration not stated)	1%	i	-18%	-8%	7%	-8%	0	1%	0
CCc1nnc(NC(=O)CSc2nnc(COc3ccc(C#N)cc3)n2-c2ccccc2)s1	28%	i	0%	11%	7%	-1%	4	0%	13
CC(=O)N(C(C)=O)c1ccc2nc(C)[nH]c(=O)c2c1	8%	i	-1%	-2%	2%	7%	0	-5%	5
COc1cccc(OC)c1C(=O)Nc1ccc(CN2CCCCC2)cc1	2%	i	-9%	7%	4%	-26%	0	5%	3	Spn PMK inh pilot replicates=2.0;MK inhibit pilot replicates=4.5;DPM-DC inhibit pilot screen %=1.0
NC1=CC(=O)c2cccc3cccc1c23	1%	i	-5%	4%	13%	-1%	16	44%	0
COc1cccc(NS(=O)(=O)c2cc(C)sc2C)c1	5%	i	22%	x	12%	15%	18	-1%	0	Spn PMK inh pilot replicates=3.0;MK inhibit pilot replicates=1.5;DPM-DC inhibit pilot screen %=0.0
c1ccc(CSc2nnc3c(n2)OC(c2ccco2)Nc2ccccc2-3)cc1 (configuration not stated)	-10%	i	-13%	11%	-3%	-4%	0	11%	0
COC(=O)c1cc(OC)c(OCc2cc(C(=O)OC)oc2C)c(OC)c1	6%	i	18%	0%	15%	16%	0	-3%	5	Spn PMK inh pilot replicates=2.5;MK inhibit pilot replicates=0.0;DPM-DC inhibit pilot screen %=0.0
CCOC(=O)c1c(C)c(C(=O)NCc2cccs2)c(C)n1CC	1%	i	-9%	-9%	-1%	-5%	9	-2%	7
COc1ccc(CCN(Cc2nc3ccccc3c(=O)[nH]2)C(=O)c2ccco2)cc1OC	-13%	i	0%	8%	7%	-3%	10	-3%	8
O=C(c1ccc(Cl)cc1)N1CCC(c2nc(-c3cccs3)no2)CC1	0%	i	-1%	x	13%	-10%	12	8%	5
Cc1noc(N)c1C(=O)Nc1ccc(F)c(Cl)c1	15%	i	-12%	11%	9%	-24%	7	-20%	0
O=S(=O)(Nc1cccc2ccccc12)N1CCCC1	11%	i	21%	4%	2%	17%	8	3%	3
COc1ccc(C(N)=O)cc1NC(=O)CC(O)(C(F)(F)F)C(F)(F)F	4%	i	-2%	6%	5%	3%	7	-2%	11
O=CNC(=O)c1ccccc1C(=O)O	22%	i	10%	0%	10%	10%	5	-7%	5
CCOC(=O)CNC(=O)Cn1cnc2ccc(S(=O)(=O)N3CCC(C)CC3)cc2c1=O	-6%	i	-16%	x	-2%	-16%	5	-8%	0
Cc1cccc(NC(=O)CCn2ccnc2C)c1	3%	i	-3%	5%	4%	-3%	6	0%	0	Spn PMK inh pilot replicates=0.5;MK inhibit pilot replicates=1.0;DPM-DC inhibit pilot screen %=0.0
CCOC(=O)Cc1csc(NC(=O)CN2C(=O)c3ccccc3S2(=O)=O)n1	-6%	i	1%	14%	-12%	-2%	3	-7%	10
CC(CCCC(C)(C)O)NCCO (configuration not stated)	-9%	i	-1%	-4%	6%	-6%	6	-6%	4

The list continues.
SMILES	HT1080 cytotoxicity	DPM-DC inhibit	KRASV12 cytotoxicity	LYP inhibition	TNAP inhibition	HPDE-C7 viability	Spn PMK inh	Bfl-1 displacement	MK inhibit	others
CCOc1ccc(NC(=O)C2CSC(c3ccncc3)=N2)cc1 (configuration not stated)	4%	i	-10%	x	6%	-21%	0	-5%	3
COc1cc(C(=O)N(CCc2ccccc2)C2CC3CCC(C2)N3C)cc(OC)c1OC (configuration not stated)	-1%	i	8%	x	12%	-2%	11	-4%	7
CCCn1c(SCC(=O)/C(C#N)=C(\C)N)n[nH]c1=O	-7%	i	1%	-3%	10%	3%	6	1%	2
CCOc1cc(/C=C(/C#N)c2ccc(F)cc2)ccc1OCc1ccc(C(=O)O)o1	-1%	i	16%	0%	9%	0%	0	11%	4
CSCCC(NC(=O)c1cncc(Br)c1)C(=O)O (configuration not stated)	0%	i	-6%	6%	9%	-14%	1	2%	6
CCc1[nH]c(=O)c(C#N)c2c1CSC(C)(C)C2	-14%	i	-13%	6%	-1%	8%	20	-2%	18
COc1ccc(S(=O)(=O)N[C@@H](CC(C)C)C(=O)O)cc1	-7%	i	-6%	-12%	8%	-8%	6	-6%	4
O=C(COC(=O)c1cnccn1)c1ccccc1	14%	i	-1%	x	15%	-13%	0	-1%	0
O=C(COC(=O)c1ccccc1)NCc1ccco1	7%	i	-11%	3%	2%	-13%	14	3%	0
Cc1onc(-c2ccccc2Cl)c1C(=O)N1CC(C)OC(C)C1 (configuration not stated)	12%	i	-3%	7%	7%	3%	0	-2%	18
O=C(NCCc1ccccc1)C1CCCN(C(=O)NC2CCCCC2)C1 (configuration not stated)	-3%	i	-4%	x	9%	-6%	3	-2%	1
COCCCn1c2nc3ccccc3nc2c2c(=O)n(Cc3ccccc3Cl)cnc21	4%	i	6%	x	10%	-8%	0	38%	8
COc1ccc(-c2nc(C#N)c(NCC3CCCO3)o2)cc1 (configuration not stated)	x	x	-12%	7%	-5%	-23%	0	8%	4
